Screening data deposited in PubChem BioAssay by Sanford-Burnham Center for Chemical Genomics.
NOD1 inhibition = inhibition of NOD1-driven NF-kB reporter – cell-based, luminescence, uHTS, primary screen (AID 1578); NOD1-driven NF-kB luciferase reporter cells, luminescence; higher % means a stronger effect; inhibition, % at 4 µM, or EC50 in µM where a hit was titrated; actives 1% (n = 290,000); in the data active means inhibition mostly above about 36%, no sharp cut-off; inactive means mostly below about 34%;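 further: HEK-293T reporter cells stimulated with the NOD1 agonist gamma-tri-DAP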
KOR beta-arrestin-1 = kappa opioid receptor blockers – cell-based, luminescence, uHTS (AID 1778) | KOR beta-arrestin recruitment, luminescence, antagonist mode; higher % means a stronger effect | inhibition, % at 10 µM, or IC50 in µM where a hit was titrated | actives 0.091% (n = 290,000); in the data active means inhibition above about 50%; further: strong numbers were not always called active
GPR55 beta-arrestin = GPR55 agonists via beta-arrestin recruitment, primary screen, imaging, U2OS cells, beta-arrestin-GFP redistribution (AID 1961); actives 0.048% (n = 290,000); U2OS GPR55 beta-arrestin-GFP redistribution imaging; higher % means a stronger effect; activation, % at 10 µM; hits with a dose series show EC50 in µM;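 active means activation above 40% with more than 50 cells counted in the well; inconclusive means wells holding fewer than 50 cells, flagged as toxic or sparse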;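 further: U2OS osteosarcoma cells stably expressing GPR55 and beta-arrestin-GFP; plate controls were DMSO negative control for no effect and LPI positive control for full effect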
HIV fusion peptide = cell-free HIV fusion peptide-binding blockers – biochemical, uHTS, fluorescence dequenching, primary screen (AID 1986). cell-free peptide binding, fluorescence dequenching, 30 min; higher % means a stronger effect. inhibition, % at 20 µM; hits with a dose series show IC50 in µM. actives 0.3% (n = 290,000); in the data active means inhibition mostly above about 52%, no sharp cut-off; inactive means mostly below about 76%; further: some results filed as inactive read as strong as hits
KOR beta-arrestin-2 = kappa opioid receptor activators – cell-based, luminescence, uHTS, primary screen (AID 1777); KOR beta-arrestin recruitment, luminescence; higher % means a stronger effect; activation, % at 10 µM; hits with a dose series show EC50 in µM; actives 0.02% (n = 280,000); in the data active means activation above about 50%, passing the limit was not always enough; further: a part of the inactive calls stands beside numbers as strong as those of hits
GPR35 arrestin U2OS = GPR35 antagonists blocking zaprinast-driven arrestin recruitment, primary screen, imaging, U2OS, beta-arrestin-GFP, zaprinast agonist (AID 2058); U2OS GPR35 beta-arrestin-GFP translocation imaging, zaprinast antagonism; higher % means a stronger effect; one-dose inhibition, % at 10 µM; IC50 in µM for titrated hits; actives 0.052% (n = 290,000);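 active means inhibition of at least 50% with at least 30 cells and total cytoplasm GFP at most 10,000,000; inconclusive means under 30 cells or total GFP of 10,000,000 plus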
AID2073 = inhibitors of Mint1-CaV2.2 protein interaction, biochemical, HTRF (AID 2073) | HTRF protein-protein interaction, Mint1-CaV2.2; higher % means a stronger effect | inhibition, % at 20 µM, or IC50 in µM where a hit was titrated | actives 0.19% (n = 290,000); in the data active means inhibition mostly above about 51%, no sharp cut-off; inconclusive means no clear call, values can overlap the other calls; inactive means mostly below about 53%; further: some results filed as inactive read as strong as hits
GPR55 antagonists = GPR55 antagonists blocking LPI-driven arrestin recruitment, primary screen, imaging, U2OS, beta-arrestin-GFP, LPI agonist (AID 2013); one-dose inhibition, % at 10 µM; IC50 in µM for titrated hits; actives 0.13% (n = 290,000); U2OS GPR55 beta-arrestin-GFP translocation imaging, LPI antagonism; higher % means a stronger effect;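 active means spots per cell inhibited over 60%, with over 100 cells counted and total cytoplasm intensity under 500,000; inconclusive means wells with under 100 cells, flagged as likely toxic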;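 further: U2OS cells stably carrying GPR55 and arrestin-GFP stimulated by 5 µM LPI near EC80; imaged beta-arrestin-GFP aggregate spots per cell after agonist stimulation; plate controls were LPI-stimulated DMSO wells for no effect and DMSO wells without LPI for full effect; some results filed as inactive read as strong as hits; confirmed hits need IC50 under 10 µM and bright autofluorescent wells are also inconclusive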
Siah-1 displacement = Siah-1 peptide-binding antagonists, primary screen, biochemical, fluorescence polarization, rhodamine-plectin, uHTS (AID 1817); Siah-1 / rhodamine-plectin peptide fluorescence polarization; higher % means a stronger effect; displacement, % at 20 µM, or IC50 in µM where a hit was titrated; actives 0.02% (n = 290,000);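 active means displacement of at least 50% at 20 µM, with a fluorescence ratio check between 0.3 and a set limit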;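 further: plate controls were Siah plus tracer with DMSO for no effect and tracer alone without Siah for full effect; strong numbers were not always called active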
Starred values were filed as active, the others as inactive; ? = inconclusive; / = not tested or not shown; [ ] = dose if it differs, or a comment.

1) CC(Oc1ccccc1Cl)C(=O)/C=C/N(C)C (configuration not stated)
2) Cc1cc(C)nc(N(C#N)CN2C(=O)c3ccccc3C2=O)n1
3) CCOC(=O)C(O)(CC(=O)Nc1ccc(Cl)cc1Cl)C(F)(F)F (configuration not stated)
4) O=C1CCCc2nc(N3CCN(C(c4ccccc4)c4ccccc4)CC3)ncc21
5) CC(C)OC(=O)CSc1nc2c(cc1C#N)CCCCC2
6) Cc1cccc(-n2c(C)cc(/C=N/O)c2C)c1
7) O=C(O)c1cc(N/N=C/C=C/c2ccccc2[N+](=O)[O-])ccc1Cl
8) COc1ccc(/C=C/C(=O)NC(=S)Nc2ccc(S(=O)(=O)Nc3cc(OC)ncn3)cc2)cc1
9) Cc1cc(NS(=O)(=O)c2ccc(NC(=O)CCc3ccccc3)cc2)no1
10) Cc1nc2ccccc2n1S(=O)(=O)c1ccc(Br)cc1
Screen / compound no.	1	2	3	4	5	6	7	8	9	10
GPR35 arrestin U2OS	-4%	5%	-7%	-16%	6%	-2%	2%	-12%	17%	1%
Siah-1 displacement	4%	-4%	-3%	4%	2%	-1%	2%	31%	4%	-1%
KOR beta-arrestin-2	-3.8%	3.4%	-3.0%	0.4%	/	-1.6%	4.8%	-2.7%	-4.8%	1.4%
GPR55 antagonists	-2%	-7%	-1%	15%	4%	-1%	10%	6%	-7%	-2%
NOD1 inhibition	4%	-29%	-26%	44%	111%*	-10%	-8%	-19%	22%	-18%
AID2073	6%	-6%	-2%	8%	39%	-2%	-22%	22%	-2%	21%
HIV fusion peptide	54%	0.1%	2.4%	0.7%	0.0%	0.7%	8.8%	8.4%	-4.0%	0.3%
KOR beta-arrestin-1	17%	9%	19%	9%	22%[20 µM]	-13%	4%	22%	-5%	-3%
GPR55 beta-arrestin	0.3%	-0.2%	-0.4%	0.6%	-0.1%	0.5%	0.3%	-0.4%	-0.1%	0.3%

11) Cn1c(Oc2ccccc2NCc2cc(Br)ccc2O)cc(=O)n(C)c1=O
12) CSCC[C@H](NC(=O)OC(C)(C)C)c1nnc(SCc2ccc(F)cc2)o1
13) Fc1ccccc1OCCCCSc1ncccn1
14) COc1ccc(C(=O)Nc2ccc3ccccc3n2)cc1OC
15) O=c1c(-c2ccco2)[n+]([O-])c2ccccc2n1OCc1ccccn1
16) COc1cc2nc(C3CC3)n(NC(=O)c3ccc(Cl)cc3)c(=O)c2cc1OC
17) Cc1nn(-c2ccc(NC(=O)c3ccncc3)cc2)c(C)c1Cl
18) O=C(/C=C/c1ccccc1)NC(=S)NNC(=O)c1ccco1
19) Cc1ccc2nc(-c3ccc(N4C(=O)CC(N5CCCC(C)C5)C4=O)cc3)sc2c1 (configuration not stated)
20) Cc1ccc(SCC(=O)NCc2cccnc2)cc1
Screen / compound no.	11	12	13	14	15	16	17	18	19	20
GPR35 arrestin U2OS	10%	22%	11%	-4%	6%	2%	-4%	4%	0%	2%
Siah-1 displacement	9%	10%	-4%	3%	-1%	7%	-2%	-10%	-4%	-5%
KOR beta-arrestin-2	-1.5%	0.1%	6.9%	-2.7%	-3.7%	-4.7%	-1.0%	-5.9%	4.1%	/
GPR55 antagonists	15%	23%	11%	-2%	7%	7%	3%	-2%	-16%	-4%
NOD1 inhibition	-8%	21%	-3%	-22%	-15%	26%	39%	-40%	-26%	4%
AID2073	16%	-4%	-4%	12%	-39%	-8%	4%	7%	1%	-6%
HIV fusion peptide	2.2%	-2.5%	0.4%	1.6%	4.9%	-1.4%	-0.2%	1.1%	-0.6%	0.4%
KOR beta-arrestin-1	-16%	-21%	-5%	-17%[20 µM]	20%	19%	-17%	-19%	-54%	18%
GPR55 beta-arrestin	-0.1%	-0.1%	-0.1%	0.4%	0.7%	0.3%	-0.3%	0.0%	0.2%	-0.1%

5 entries out of the list, arranged by formula weight, lowest first.
13) Fc1ccccc1OCCCCSc1ncccn1
18) O=C(/C=C/c1ccccc1)NC(=S)NNC(=O)c1ccco1
15) O=c1c(-c2ccco2)[n+]([O-])c2ccccc2n1OCc1ccccn1
16) COc1cc2nc(C3CC3)n(NC(=O)c3ccc(Cl)cc3)c(=O)c2cc1OC
12) CSCC[C@H](NC(=O)OC(C)(C)C)c1nnc(SCc2ccc(F)cc2)o1
Screen / compound no.	13	18	15	16	12
GPR35 arrestin U2OS	11%	4%	6%	2%	22%
Siah-1 displacement	-4%	-10%	-1%	7%	10%
KOR beta-arrestin-2	6.9%	-5.9%	-3.7%	-4.7%	0.1%
GPR55 antagonists	11%	-2%	7%	7%	23%
NOD1 inhibition	-3%	-40%	-15%	26%	21%
AID2073	-4%	7%	-39%	-8%	-4%
HIV fusion peptide	0.4%	1.1%	4.9%	-1.4%	-2.5%
KOR beta-arrestin-1	-5%	-19%	20%	19%	-21%
GPR55 beta-arrestin	-0.1%	0.0%	0.7%	0.3%	-0.1%

Going on with the list:
21) O=C1/C(=C\c2ccc(O)c(O)c2)SC(=S)N1Cc1ccccc1
22) Cc1cc(C(=O)NCC(=O)OCC(=O)N(C2CCCCC2)C2CCCCC2)ccc1[N+](=O)[O-]
23) COCCCNC(=O)c1cccs1
24) CCOc1ccc(NC(=O)c2ccccc2OC)cc1
25) c1cc2cc(-c3c(-c4ccc5c(c4)OCO5)noc3-c3ccsc3)ccc2[nH]1
26) CC(=O)N1CCOc2ccc(S(=O)(=O)N3CCC(C(=O)Nc4ccc(C)cc4)CC3)cc21
27) O=C(COC(=O)c1cccnc1Cl)Nc1cc(S(=O)(=O)N2CCCCC2)ccc1Cl
28) COc1ccc(C(=O)CCC(=O)NCCc2c[nH]c3ccccc23)cc1OC
29) CC(C)(C)NC(=O)NC(=O)CN1CCCCC1
30) CCNc1nc(NCC)n2c(SC(C(=O)Nc3cc(Cl)cc(Cl)c3)c3ccccc3)nnc2n1 (configuration not stated)
Screen / compound no.	21	22	23	24	25	26	27	28	29	30
GPR35 arrestin U2OS	-12%	-17%	-1%	8%	8%	-10%	0%	1%	-5%	-3%
Siah-1 displacement	-5%	4%	-1%	2%	-3%	8%	-7%	7%	0%	1%
KOR beta-arrestin-2	5.0%	19%	5.6%	0.9%	1.2%	-2.6%	-2.8%	-3.9%	-8.1%	3.7%
GPR55 antagonists	8%	17%	-2%	10%	29%	4%	-4%	-9%	7%	-10%
NOD1 inhibition	-2%	-6%	-20%	-72%	-62%	-35%	-10%	-49%	-22%	7%
AID2073	18%	19%	4%	1%	4%	5%	9%	3%	-11%	-6%
HIV fusion peptide	36%	0.9%	1.5%	1.6%	2.1%	0.4%	-1.8%	-0.7%	-0.6%	-1.4%
KOR beta-arrestin-1	-5%	2%	-2%	0%	-16%[20 µM]	10%	6%	-15%	14%	-33%
GPR55 beta-arrestin	0.0%	0.5%	-0.1%	0.0%	-0.3%	0.7%	0.0%	-0.1%	-0.1%	-0.2%

31) COc1ccccc1-c1nnc(SCC(=O)Nc2ccc(Cl)cc2Cl)o1
32) O=C(CCC(=O)N(c1cccc(F)c1)C(C(=O)NC1CCCC1)c1ccncc1)Nc1cccnc1 (configuration not stated)
33) CCc1ccc(OCC(=O)N/N=C/c2cc([N+](=O)[O-])ccc2N2CCCCCC2)cc1
34) O=C(CSc1nnnn1C1CCCC1)c1ccc2c(c1)OCCO2
35) NC(=S)c1cc2cc(Cl)ccc2oc1=O
36) CCc1ccc(C(=O)Nn2c(C)nc3ccccc3c2=O)cc1
37) Cc1ccc(C(=O)/C=C/NCc2ccc(F)cc2)cc1
38) COc1ccc(N2CCN(C(=O)CN(C)S(=O)(=O)c3cccs3)CC2)cc1
39) CC1CN(S(=O)(=O)c2ccc(NC(=O)CCN3C(=O)c4ccccc4C3=O)cc2)CC(C)O1 (configuration not stated)
40) O=C(CSc1ncn[nH]1)Nc1ccc(Cl)c(S(=O)(=O)N2CCOCC2)c1
Screen / compound no.	31	32	33	34	35	36	37	38	39	40
GPR35 arrestin U2OS	-10%	-1%	1%	1%	-5%	6%	3%	-2%	-3%	-5%
Siah-1 displacement	3%	10%	-4%	-5%	2%	2%	-3%	1%	2%	8%
KOR beta-arrestin-2	-4.1%	2.3%	-1.6%	-1.2%	5.4%	-4.2%	0.4%	-3.7%	0.7%	-3.3%
GPR55 antagonists	8%	-6%	11%	-8%	11%	14%	6%	-3%	4%	0%
NOD1 inhibition	-20%	-42%	-40%	-32%	-9%	-6%	-32%	9%	/	-17%
AID2073	1%	2%	10%	?	-4%	5%	-13%	-2%	14%	43%
HIV fusion peptide	-0.6%	3.4%	4.4%	2.6%	-1.8%	-2.0%	-4.6%	0.6%	-3.0%	0.3%
KOR beta-arrestin-1	16%	23%	-7%	-128%	0%	15%	-14%	14%	-34%	-3%
GPR55 beta-arrestin	0.2%	-0.1%	-0.2%	0.7%	-0.3%	0.0%	-0.3%	0.2%	-0.1%	0.2%

41) O=S(=O)(c1ccc(-c2csc(=Nc3ccccc3)n2CCCN2CCOCC2)cc1)N1CCOCC1
42) O=C(NNS(=O)(=O)c1cccc(Cl)c1)c1cc(-c2ccc(F)cc2)nc2ccccc12
43) Cc1ccsc1/C=C1/SC(=O)N(CC(=O)N2CCCC2)C1=O
44) O=C(COC(=O)CCc1c[nH]c2ccccc12)Nc1ccc([N+](=O)[O-])cc1
45) COc1ccc(N2CCN(Cc3cc(=O)oc4ccc(C)cc34)CC2)cc1
46) CN1CCN(c2ccc(Cl)cc2NC(=O)C2COc3ccccc3O2)CC1 (configuration not stated)
47) Cc1ccc(C(=O)COC(=O)CCC(=O)Nc2cccc(Cl)c2)cc1[N+](=O)[O-]
Screen / compound no.	41	42	43	44	45	46	47
GPR35 arrestin U2OS	4%	-6%	-10%	-6%	-23%	19%	13%
Siah-1 displacement	3%	16%	-5%	2%	-3%	-2%	-5%
KOR beta-arrestin-2	1.2%	-2.2%	3.8%	-0.9%	-6.5%	0.2%	1.7%
GPR55 antagonists	5%	10%	3%	12%	4%	7%	-6%
NOD1 inhibition	2%	-24%	23%	-29%	-17%	-5%	56%
AID2073	-5%	3%	-2%	-9%	3%	26%	34%
HIV fusion peptide	-0.4%	1.0%	-0.9%	0.2%	4.3%	-1.1%	0.1%
KOR beta-arrestin-1	-10%	-138%[20 µM]	-16%	14%	25%	-38%	-14%
GPR55 beta-arrestin	0.2%	-0.1%	-0.2%	0.0%	-0.1%	0.2%	-0.1%

Some of the compounds tested; rates above refer to the full screens.
